CHRM4 antagonist – human M4 muscarinic receptor antagonists, primary screen, CHO cells, Fluo-8 calcium fluorescence | Muscarinic acetylcholine receptor M4 (Homo sapiens), P08173 | inhibition, % at 3 µM | CHO-hM4 cells, ACh EC80 | AID 624125, 2012 | 360,000 compounds, 0.73% hits;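 active = inhibition above its plate's cutoff, the mean inhibition of sample wells plus 3 SD, cut at about 27% in these data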;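 also: 0% = acetylcholine EC80 with DMSO and 100% = DMSO without agonist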
M1 PAM parental – nonselective calcium activators in parental CHO-K1 cells, primary screen, counter-screen for M1 PAM project, cell-based, Fluo-8 calcium fluorescence, full deck, 1536-well | ATP EC20; 0% at ATP EC20, 100% at ATP max | activation, % at 3 µM | 360,000 compounds, 0.02% hits | AID 602247, 2012;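 active = activation above the run cutoff, the mean activation of all test compounds plus 3 SD, cut at about 40% in these data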;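 also: peak over basal fluorescence ratio in a 140 s read after ATP addition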
CHO-K1 Ca antag – M1 antagonist counterscreen hit in parental CHO-K1 cells; inhibition, % at 3 µM; 360,000 compounds, 0.6% hits; ATP-induced calcium, Fluo-8 fluorescence; AID 602250;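 active = inhibition above a per-plate cutoff, the plate's mean sample inhibition plus 3 SD, cut at about 24% in these data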;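 also: 0% = DMSO plus EC80 ATP and 100% = DMSO alone without ATP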
M4 PAM – human M4 muscarinic receptor positive allosteric modulators, primary screen, CHO-K1 cells, Fluo-8 calcium fluorescence | Muscarinic acetylcholine receptor M4 (Homo sapiens), P08173 | CHO-K1 hM4/Gqi5, ACh EC20; 0% = ACh EC20, 100% = maximal ACh | 360,000 compounds, 0.4% hits | activation, % at 3 µM;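 active = activation above its plate's cutoff, the mean activation of sample wells plus 3 SD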; also: some results filed as inactive read as strong as hits
M5 ag – human M5 muscarinic receptor agonists, primary screen, CHO-K1 cells, Fluo-8 calcium fluorescence | CHO-K1 hM5 cells; 0% DMSO wells, 100% maximal acetylcholine response | Muscarinic acetylcholine receptor M5 (Homo sapiens), P08912 | 360,000 compounds, 0.19% hits | activation, % at 3 µM;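 active = activation above the run's mean over test compounds plus 3 SD, cut at about 23% in these data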;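 also: signal is peak over basal fluorescence ratio across the kinetic read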
Target sequence (P08912 whole entry, looked up): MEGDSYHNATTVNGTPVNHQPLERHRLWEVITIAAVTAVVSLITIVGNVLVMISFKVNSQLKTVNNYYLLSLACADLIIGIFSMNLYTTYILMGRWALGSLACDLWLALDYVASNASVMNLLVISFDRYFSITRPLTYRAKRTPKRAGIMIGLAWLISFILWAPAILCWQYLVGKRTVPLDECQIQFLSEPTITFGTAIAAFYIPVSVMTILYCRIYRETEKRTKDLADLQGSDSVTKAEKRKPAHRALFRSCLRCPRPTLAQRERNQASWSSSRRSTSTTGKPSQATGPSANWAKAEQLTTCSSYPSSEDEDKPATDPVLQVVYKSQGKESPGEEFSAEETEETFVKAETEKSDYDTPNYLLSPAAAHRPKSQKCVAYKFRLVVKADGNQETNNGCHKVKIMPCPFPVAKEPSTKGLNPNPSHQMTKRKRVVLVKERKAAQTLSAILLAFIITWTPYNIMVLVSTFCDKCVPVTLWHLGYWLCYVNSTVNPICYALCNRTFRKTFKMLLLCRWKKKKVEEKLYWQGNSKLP
CHO-K1 Ca ag – counter-screen for M1 agonists: effect in parental CHO-K1 cells | AID 602248, 2012 | activation, % at 3 µM | 360,000 compounds, 0.48% hits | Fluo-8 calcium fluorescence; scaled to maximal ATP response, vehicle zero; in the data active = activation above about 15%;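 also: untransfected CHO-K1 host cells lacking M1 receptor as counterscreen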
CHRM5 antagonist – human M5 muscarinic receptor antagonists, primary screen, CHO cells, Fluo-8 calcium fluorescence; Muscarinic acetylcholine receptor M5 (Homo sapiens), P08912; CHO-hM5 cells, ACh EC80; inhibition, % at 3 µM; 360,000 compounds, 0.59% hits; AID 624040, 2012;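 active = inhibition above a per-plate cutoff, the mean of that plate's test compounds plus 3 SD, cut at about 27% in these data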;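 also: 0% = acetylcholine EC80 with DMSO and 100% = DMSO without agonist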
CHRM4 agonist – human M4 muscarinic receptor agonists, primary screen, CHO-K1 cells, Fluo-8 calcium fluorescence; 360,000 compounds, 0.14% hits; Muscarinic acetylcholine receptor M4 (Homo sapiens), P08173; AID 624127, 2012; activation, % at 3 µM; CHO-K1 hM4/Gqi5; vehicle 0%, full acetylcholine response 100%;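 active = activation above the run mean over all test wells plus 3 SD, cut at about 32% in these data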;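 also: peak over basal fluorescence ratio per well then scaled between controls; 0% = DMSO wells and 100% = acetylcholine at EC100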
CHRM5 PAM – human M5 muscarinic receptor positive allosteric modulators, primary screen, CHO-K1 cells, Fluo-8 calcium fluorescence | CHO-K1 hM5, ACh EC20 PAM; 0% = ACh EC20, 100% = ACh EC100 | activation, % at 3 µM | 360,000 compounds, 0.3% hits | AID 624038, 2012;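 active = activation above the run cutoff, the mean activation of all test compounds plus 3 SD, cut at about 18% in these data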
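Measured by: Fluo-8 calcium fluorescence; material: human M5 receptor in CHO-K1 cells; schedule: Post-acetylcholine fluorescence recording 140 s; benchmarks: low control EC20 acetylcholine (0%), high control EC100 acetylcholine (100%); read-out: Max/basal fluorescence ratio as % of EC20–EC100 ACh window; compound: single dose, 3 µM nominal final test concentration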
* = called active by the depositor. Not a hit list; overall some 2.7% were active at least once.

SMILES	CHRM4 antagonist	M1 PAM parental	CHO-K1 Ca antag	M4 PAM	M5 ag	CHO-K1 Ca ag	CHRM5 antagonist	CHRM4 agonist	CHRM5 PAM
CCCNC(=O)C1(C)CCCN(Cc2ccc(-c3ccccc3)cc2)C1 (centres undefined)	-18	8	5	-1	-1	0.3	-5	1	-2
CCOC(=O)c1ccc(NC(=S)NCC(O)c2ccccc2)cc1 (centres undefined)	14	6	12	-18	8	13	38*	23	-20
CCCCCCOc1ccc(N2C(=O)CC(N(CCc3ccc(S(N)(=O)=O)cc3)C(C)=O)C2=O)cc1 (centres undefined)	-5	25	-14	1	-4	1.4	1	1	-7
Cc1cccc(-c2cc3nc(C)cc(NCCCn4ccnc4)n3n2)c1	0	2	2	2	-7	0.1	7	2	7
COc1cccc(CN(C)C(=O)CCNC(=O)c2ccco2)c1	-8	8	-17	5	2	0.5	0	1	5
O=C(Nc1ccc(F)c(Cl)c1)N1CCCC1	13	-7	14	-13	-1	0.1	-3	0	-4
COc1cccc(N2CCN(C(=O)c3cccc(S(=O)(=O)N4CCCC4)c3)CC2)c1	3	9	-17	2	0	0.3	1	1	0
CCCCCCCCNC(=O)/C(C#N)=C/c1ccc2c(c1)OCCO2	-4	-3	-3	6	0	0.2	6	1	1
O=C(NCc1ccco1)c1cc([N+](=O)[O-])ccc1Cl	-3	23	-11	3	-3	1.1	3	2	1
Cc1ccc(/C=N/NC(=O)c2cc(C3CC3)nc3ccccc23)o1	3	35	-16	11	-1	2.1	0	-1	0

A run of entries taken from the entries so far, for reference:
SMILES	CHRM4 antagonist	M1 PAM parental	CHO-K1 Ca antag	M4 PAM	M5 ag	CHO-K1 Ca ag	CHRM5 antagonist	CHRM4 agonist	CHRM5 PAM
CCCNC(=O)C1(C)CCCN(Cc2ccc(-c3ccccc3)cc2)C1 (centres undefined)	-18	8	5	-1	-1	0.3	-5	1	-2
CCOC(=O)c1ccc(NC(=S)NCC(O)c2ccccc2)cc1 (centres undefined)	14	6	12	-18	8	13	38*	23	-20

Other entries follow:
SMILES	CHRM4 antagonist	M1 PAM parental	CHO-K1 Ca antag	M4 PAM	M5 ag	CHO-K1 Ca ag	CHRM5 antagonist	CHRM4 agonist	CHRM5 PAM
O=C(Cn1cc(C(F)(F)F)ccc1=O)N/N=C/c1ccc(O)cc1	-10	3	-5	3	-2	-0.1	8	0	0
COc1cccc(/C=C2\SC(=S)N(NS(=O)(=O)c3ccccc3)C2=O)c1OC	4	7	-11	-4	-6	0.7	2	1	-5
CS(=O)(=O)c1ccc(Cl)c(NC(=O)COC(=O)c2ccc(S(=O)(=O)N3CCCC3)cc2)c1	-9	16	-11	5	-1	1.2	18	1	-2
Cc1cccc(C(C)n2nnc3ccccc32)c1O (centres undefined)	8	-17	7	2	0	0.4	14	0	0
COc1ccc(S(=O)(=O)NCC2CCCN(C(=O)CSC)C2)cc1 (centres undefined)	-4	-1	-6	7	0	0.0	4	1	3
CC(=O)c1ccc(N2CCN(C(=O)c3ccc4[nH]c(C)c(C)c4c3)CC2)cc1	-13	-2	-12	0	3	6.3	9	11	-17
O=C(CCCOc1ccc(Br)cc1)Nc1nnc(C2CC2)s1	-4	18	-25	7	5	0.2	4	2	4
COc1ccc(N2CCN(CCNC(=O)Nc3cc(Cl)ccc3OC)CC2)cc1	13	8	10	-7	5	12	13	21	-7
CCOC(=O)c1[nH]c(C)c(C(=O)OCC(=O)NC(=O)NC(C)(C)C)c1C	3	6	-2	-5	0	0.1	-4	0	2
C=CCNc1nc2c(c(=O)n(C)c(=O)n2C)n1Cc1ccc(F)cc1	6	-14	16	-5	2	0.6	15	3	-9
CC(C)(C)[C@@H]1C=C(C(N)=O)O[C@H](OCCCCO)C1	0	19	-12	1	2	0.7	9	0	1
CC(=O)NC1=C(NC2CCS(=O)(=O)C2)C(=O)c2ccccc2C1=O (centres undefined)	8	14	-4	-7	-2	0.6	2	1	-2
OC(COCc1cccs1)CN1CCN(c2ccccc2Cl)CC1 (centres undefined)	-7	16	-8	-5	-4	3.1	11	6	-12
CC(C)NC(=O)[C@H]1N2C(=O)c3ccccc3C2SC1(C)C (some centres undefined)	9	10	-2	-5	-1	-0.2	0	2	3
CCOc1ccc(-c2nc(-c3ccccc3)no2)cc1OCC	-5	1	6	3	-1	0.4	-1	0	-1
O=C(c1ccc(-c2cccc(C(F)(F)F)c2)o1)N1CCN(c2ccccc2O)CC1	3	-3	6	-2	-4	1.3	-2	3	-3
CC1CN(c2snnc2C=C2C(=O)OC(C)(C)OC2=O)CC(C)O1 (centres undefined)	4	7	-17	-1	0	0.1	9	1	0
NC(=O)C1CCN(c2nc(C3CC3)nc3c2nnn3Cc2ccccc2)CC1	6	-4	17	-5	2	0.1	-2	0	7
Nc1ccc(C(=O)N2N=C(c3ccc(F)cc3)CC2(O)C(F)(F)F)cc1 (centres undefined)	-4	-20	-9	-1	-4	0.6	2	1	4
CC(C)CC1COC(=O)N1 (centres undefined)	0	14	-16	-5	0	0.9	8	0	8
Cc1ccc(S(=O)(=O)Nc2nc(C)cc(NN)n2)cc1	12	2	-11	8	-4	-0.8	-11	-2	1
COc1ccc(NC(=O)Cc2csc(NC(=O)Nc3ccccc3OC)n2)c(OC)c1	9	0	6	-6	1	4.0	13	19	-18
COc1ccc(-n2c(C)cc(/C=C3\SC(=S)N(Cc4ccco4)C3=O)c2C)cc1	7	3	2	1	8	0.6	8	2	0
CN(C)c1ccc(/C=C2\CCC/C(=C\c3ccccc3)C2=O)cc1	4	8	-1	5	5	6.8	12	13	-9
O=C(CNCc1ccccn1)N1CCc2ccccc2C1	-3	-3	-16	8	-3	0.4	8	1	-2
COc1ccc(N2CCN(c3oc(COc4ccc(Cl)cc4Cl)nc3C#N)CC2)cc1	-3	6	5	-3	1	-0.6	2	0	2
CC(C)C[C@H](NC(=O)c1[nH]cnc1C(=O)N[C@@H](Cc1ccccc1)C(=O)OC(C)(C)C)C(=O)OC(C)(C)C	-11	5	-6	5	0	0.0	10	2	-2
Cc1ccc(SCC(=O)NCCc2ccccc2)cc1	0	26	-15	3	-6	0.3	9	0	-4
COc1cc(NC(=O)C/C(C)=N/NC(=O)C(OC)c2ccccc2)c(OC)cc1Cl (centres undefined)	7	-3	8	-4	-1	-0.2	1	1	-3
Cc1cccc2c1N(CCOc1ccccc1Cl)C(=O)C2=O	1	18	-3	0	17	0.9	2	0	-8
CSc1ccc(CN(C)CC(=O)Nc2ccccc2Br)cc1	-8	20	-4	-4	-1	1.8	-14	-1	3
O=C(O)CCS(=O)(=O)c1ccc(-c2ccccc2)cc1	-1	13	-10	21*	0	-0.2	6	1	-2
COc1cc(NS(C)(=O)=O)c(OC)cc1NC(=O)c1ccccc1	1	-5	-2	11	1	0.5	2	2	6
O=C(O)C(=Cc1ccccc1Cl)c1ccccc1	-2	16	-8	19	3	0.3	-9	1	8
O=C(Nc1ccn(CCCN2CCN(c3ccccn3)CC2)c(=O)n1)OCc1ccccc1	7	11	-5	-13	-3	0.9	1	1	-2
Cc1cccc(OCCCC(=O)NNC(=O)c2ccncc2)c1	-1	9	-2	2	-1	1.8	6	1	-4

Among those listed so far, these have an aryl methoxy group.
SMILES	CHRM4 antagonist	M1 PAM parental	CHO-K1 Ca antag	M4 PAM	M5 ag	CHO-K1 Ca ag	CHRM5 antagonist	CHRM4 agonist	CHRM5 PAM
COc1cccc(CN(C)C(=O)CCNC(=O)c2ccco2)c1	-8	8	-17	5	2	0.5	0	1	5
COc1cccc(N2CCN(C(=O)c3cccc(S(=O)(=O)N4CCCC4)c3)CC2)c1	3	9	-17	2	0	0.3	1	1	0
COc1cccc(/C=C2\SC(=S)N(NS(=O)(=O)c3ccccc3)C2=O)c1OC	4	7	-11	-4	-6	0.7	2	1	-5
COc1ccc(S(=O)(=O)NCC2CCCN(C(=O)CSC)C2)cc1 (centres undefined)	-4	-1	-6	7	0	0.0	4	1	3
COc1ccc(N2CCN(CCNC(=O)Nc3cc(Cl)ccc3OC)CC2)cc1	13	8	10	-7	5	12	13	21	-7
COc1ccc(NC(=O)Cc2csc(NC(=O)Nc3ccccc3OC)n2)c(OC)c1	9	0	6	-6	1	4.0	13	19	-18
COc1ccc(-n2c(C)cc(/C=C3\SC(=S)N(Cc4ccco4)C3=O)c2C)cc1	7	3	2	1	8	0.6	8	2	0
COc1ccc(N2CCN(c3oc(COc4ccc(Cl)cc4Cl)nc3C#N)CC2)cc1	-3	6	5	-3	1	-0.6	2	0	2
COc1cc(NC(=O)C/C(C)=N/NC(=O)C(OC)c2ccccc2)c(OC)cc1Cl (centres undefined)	7	-3	8	-4	-1	-0.2	1	1	-3
COc1cc(NS(C)(=O)=O)c(OC)cc1NC(=O)c1ccccc1	1	-5	-2	11	1	0.5	2	2	6
